Source: PubChem BioAssay (National Center for Advancing Translational Sciences (NCATS))
HP1b binding inh: HP1-beta chromodomain-methylated histone interaction inhibition | Potency, µM (doses to about 114 µM), without a hit: top-dose activity change, negative = inhibition, hits mostly inhibitors | AID 540317 | hit rate 0.56% among 390,000 | P83916 | AlphaScreen HP1-beta / biotin-H3K9me3 peptide binding; further: potency means the concentration at half of the fitted maximal effect; nearly all actives have a fitted effect of over 70% in size; inactives centre near 23
Target sequence (P83916 whole entry, looked up): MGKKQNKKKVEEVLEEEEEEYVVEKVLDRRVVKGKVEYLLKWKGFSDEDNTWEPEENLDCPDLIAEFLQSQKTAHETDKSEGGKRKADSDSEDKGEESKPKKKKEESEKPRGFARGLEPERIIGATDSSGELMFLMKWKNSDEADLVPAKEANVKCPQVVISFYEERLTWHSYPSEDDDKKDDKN
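Compound inhibition of the preformed complex between 50 nM HP1-beta and 50 nM biotinylated H3K9me3 peptide was read by AlphaScreen. Buffer was PBS pH 7.4 with 0.01% Tween-20. Incubations ran 30 min at room temperature, with 10 ug/mL donor/acceptor beads.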
TrxR1 substrate: is turned over as a substrate by rat TrxR1. O89049. purified TrxR1 substrate turnover, NADPH consumption readout. Potency, µM (titrated, usually from 114 µM), for the others: at the highest dose activity change, negative = substrate turnover. hit rate 0.01% among 390,000. AID 588456; further: potency means the concentration at half of the fitted maximal effect; on the % scale 0 is the no-effect control and ±100 the full control effect; nearly all actives have a fitted effect of over 50% in size
Target sequence (O89049 whole entry, looked up): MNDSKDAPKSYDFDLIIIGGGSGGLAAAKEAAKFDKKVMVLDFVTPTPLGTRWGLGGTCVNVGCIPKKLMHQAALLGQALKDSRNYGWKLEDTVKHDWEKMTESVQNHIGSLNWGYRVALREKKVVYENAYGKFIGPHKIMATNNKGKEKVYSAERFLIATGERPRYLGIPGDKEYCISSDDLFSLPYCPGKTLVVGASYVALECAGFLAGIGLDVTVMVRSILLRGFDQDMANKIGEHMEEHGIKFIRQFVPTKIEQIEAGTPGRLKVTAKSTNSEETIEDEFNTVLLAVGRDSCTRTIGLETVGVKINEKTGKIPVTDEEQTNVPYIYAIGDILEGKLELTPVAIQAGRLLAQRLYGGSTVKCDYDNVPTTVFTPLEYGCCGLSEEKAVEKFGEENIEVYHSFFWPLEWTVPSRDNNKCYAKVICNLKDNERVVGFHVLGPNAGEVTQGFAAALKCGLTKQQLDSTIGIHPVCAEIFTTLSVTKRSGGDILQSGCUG
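Rat TrxR1, dispensed at 90 nM, was prereduced with 400 uM NADPH (final) for 5 min at ~22 deg C, then incubated with compound 15 min before 400 uM selenite. A first-read NADPH fluorescence drop versus no-compound background flagged substrates.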
mIDH1 inhibitor: human IDH1 R132H inhibition; AID 602179; O75874; IDH1-R132H enzyme, NADPH consumption, diaphorase/resazurin fluorescence; Potency, µM (doses to about 76.6 µM), for inactives: at the highest dose activity change, negative = inhibition, usual class: inhibitors; hit rate 0.093% among 390,000; further: potency means the concentration at half of the fitted maximal effect; on the % scale 0 is the no-effect control and ±100 the full control effect; nearly all actives have a fitted effect of over 65% in size
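IDH1-R132H (0.5 ug/mL dispensed) in pH 7.5 Tris buffer was preincubated 30 min with compound, then given a substrate mix of 0.016 mM NADPH and 2 mM alpha-KG for 80 min at room temperature; remaining NADPH was read by diaphorase/resazurin fluorescence.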
GLS inh: blocks human kidney-isoform glutaminase activity. Potency, µM (highest dose often 45.5 µM), without a hit: top-dose activity change, negative = inhibition, usual class: inhibitors. GLS enzymatic activity, qHTS titration. O94925. hit rate 0.21% among 410,000. AID 624170; further: potency means the concentration at half of the fitted maximal effect; on the % scale 0 is the no-effect control and ±100 the full control effect
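Compounds were pin-transferred onto hKGA, after which L-glutamine (1 mM solution) and a detection mix of glutamate oxidase, HRP and Amplex Red were added. Initial and 30 min RT fluorescence reads were collected.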
Pin1 inhibitor: inhibitors of human Pin1; Q13526; AID 504891; hit rate 0.009% among 390,000; Pin1 FP peptide displacement, HiFluor488, 10 min; Potency, µM (titrated, usually from 115 µM), for the others: at the highest dose activity, negative = inhibition, hits mostly inhibitors; active means well fitted inhibition curve with a large enough effect in the polarisation, with a control signal flat, not every such curve was filed as active; inconclusive means small, poorly fitted or top-dose-only effect, or effect the other way, or a change in a side signal; inactive means no such curve, though single readings can be large or run the other way; the % refers to the polarisation; further: potency means the concentration at half of the fitted maximal effect; on the % scale 0 is the no-effect control and ±100 the full control effect
Target sequence (Q13526 whole entry, looked up): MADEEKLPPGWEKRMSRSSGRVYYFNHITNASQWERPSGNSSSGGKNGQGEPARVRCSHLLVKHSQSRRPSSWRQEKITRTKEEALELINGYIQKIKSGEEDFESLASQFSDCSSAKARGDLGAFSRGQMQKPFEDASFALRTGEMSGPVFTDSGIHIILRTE
PI4K2A block: inhibitors of human PI4K2A | purified PI4K2A, ADP-Glo luminescence, 1 h; hits give low values | activity change, negative = inhibition, % at 76.9 µM | hit rate 0.13% among 420,000 | AID 1346378; in the data active means activity change below about -50%; inconclusive means mostly about -30% to -49%;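 further: -100% = wells without enzyme as full effect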
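ADP-Glo luminescence measured ADP generated by PI4K2A enzyme (4 ug/mL before mixing) with 1.2 mM PI substrate (pre-mix) and 300 microM ATP (pre-mix). Tris pH7.5 buffer with MgCl2, Triton X-100; 1 h reaction at ambient temperature.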
USP1 inh: USP1/UAF1 (human) deubiquitinase inhibition | recombinant USP1/UAF1, Ub-Rhodamine cleavage fluorescence | hit rate 0.23% among 390,000 | O94782 | Potency, µM (highest dose often 57.1 µM), for inactives: at the top dose activity change, negative = inhibition, hits mostly inhibitors | AID 743255; further: potency means the concentration at half of the fitted maximal effect; on the % scale 0 is the no-effect control and ±100 the full control effect; nearly all actives have a fitted effect of over 60% in size; inactives centre near -12
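USP1/UAF1 complex (1 nM) preincubated 15 min at room temperature with compound, then Ub-Rho substrate (150 nM final) added. Kinetic fluorescence at 480/540 nm over 6 reads at 60 s intervals; 50 mM HEPES pH 7.8, 0.5 mM EDTA, 0.1 mg/ml BSA, 1 mM TCEP, 0.01% Tween-20.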
Tb PGK inh: inhibitors of T. brucei phosphoglycerate kinase; PGK/GAPDH coupled, Kinase-Glo luminescence, 60 min; Potency, µM (doses to about 57.5 µM), for the others: at the top dose activity change, negative = inhibition, most hits filed as inhibitors; hit rate 0.043% among 380,000; AID 602233; further: potency means the concentration at half of the fitted maximal effect; on the % scale 0 is the no-effect control and ±100 the full control effect; nearly all actives have a fitted effect of over 60% in size
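Recombinant glycosomal PGK reaction used 1,3-bisphosphoglycerate generated in-well by GAPDH (100nM final) in 100mM TEA pH 7.6, 5mM MgCl2, 0.01% Tween-20. After 60 minutes at room temperature, ATP was read by Kinase-Glo Plus luminescence end-point.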
rTrxR1 inhibitor: blocks rat thioredoxin reductase 1; Potency, µM (highest dose often 114 µM), for the others: top-dose activity change, negative = inhibition, hits mostly inhibitors; hit rate 1% among 390,000; AID 588453; recombinant rTrxR1, NADPH fluorescence consumption, selenite substrate; further: potency means the concentration at half of the fitted maximal effect; on the % scale 0 is the no-effect control and ±100 the full control effect; nearly all actives have a fitted effect of over 65% in size
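Rat TrxR1 (90 nM in the dispensed reagent) was pre-reduced with 400 uM NADPH for 5 min at room temperature, then incubated with compound for 15 min. After 400 uM selenite was added, NADPH fluorescence (Ex 340/Em 450 nm) was followed for 8 min.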
Numbers without * were called inactive; i = inactive; u = inconclusive; x = no result given; [ ] = remark or other dose. Unless noted, the call rests on the fitted dose curve; in most records, active means well fitted curve in the direction sought with a large enough effect; inconclusive means small, poorly fitted or top-dose-only effect, or another doubt; inactive means no such curve, though single readings can be large; an effect the other way counts as inactive or inconclusive. These rows are one share of the data; the hit share may differ from the screen's.

rTrxR1 inhibitor	PI4K2A block	GLS inh	TrxR1 substrate	Tb PGK inh	USP1 inh	HP1b binding inh	Pin1 inhibitor	mIDH1 inhibitor	structure
u	0	6%	-1%	0%	-27%	35%	6%	7%	CCOc1ccccc1Nc1nnc(SCc2ccc(C(=O)OC)o2)s1
15%	-1	2%	6%	-5%	-28%	22%	2%	0%	Cc1ccc(CN2CCN(CCCc3ccccc3)CC2CCO)cc1 (stereo unspecified)
10%	5	x	5%	0%	-23%	17%	-1%	-4%	CCCCN(C(=O)CN1C(=O)C2CC=CCC2C1=O)c1c(N)n(CCC)c(=O)[nH]c1=O (stereo unspecified)
10%[57.1 µM]	0	0%	11%[57.1 µM]	i	-9%	8%	-5%	8%	O=C(O)C1CCN(C(=O)CCc2ccccc2)CC1
11%	-1	-20%	8%	-10%	-21%	-1%	-4%	0%	CSc1n[nH]c2nc3c(c(=O)n12)C1(CCCCC1)Cc1ccccc1-3
3%[57.1 µM]	-5	0%	-2%[57.1 µM]	-11%	5%	12%	-1%	3%	CN1C(=S)SC2CS(=O)(=O)CC21 (stereo unspecified)
17%[57.1 µM]	-4	9%	3%[57.1 µM]	3%	-3%	12%	4%	1%	Cc1cccc(NC(=O)c2ccc(F)c(S(=O)(=O)NCc3ccc4c(c3)OCO4)c2)c1
u	1	6%	-11%	6%	-11%	30%	u	1%[38.3 µM]	O=C(NCc1ccccc1)C1=C[C@H](c2ccc(C(F)(F)F)cc2)C[C@H](OCCCCO)O1
11%[57.1 µM]	7	12%	10%[57.1 µM]	2%	-1%	34%	-1%	10%	N=c1ccn(Cc2cccc(Cl)c2)cc1
11%	-3	1%	6%	-1%	-21%	39%	2%	2%	CC(=NNC(=O)c1cccc(S(=O)(=O)N2CCOCC2)c1)c1ccccc1
17%	-4	-18%	-1%	-6%	-23%	56%[activator]	-1%	10%	O=C(NCCc1ccc(F)cc1)Nc1ccccc1Cl
-11%	4	-5%	2%	-3%	-12%	24%	0%	4%	CN(Cc1cccnc1)C(=O)CC1C(=O)NCCN1CC(c1ccccc1)c1ccccc1 (stereo unspecified)
14%	-1	3%	-3%	i	-12%	10%	-6%	-13%	COCC[N+]1(C)CCCCC1
14%	9	-15%	2%	i	-21%	25%[57 µM]	3%	-1%	CCCNC(=O)c1ccc(Cl)cc1Cl
20%	1	1%	10%	x	0%	-3%	-4%	-1%	COC(=O)c1ccccc1NC(=O)C12CCC(C)(C(=O)O1)C2(C)C (stereo unspecified)
15%	-2	1%	5%	4%	-16%	37%	7%	1%	Cc1ccccc1C(=NCCCN(C)C)c1ccccc1C
-6%	4	-5%	-7%	-8%	-3%	37%	u	5%	CCc1ccccc1NC(=O)c1cccc(N2C(=O)C3C4CCC(C4)C3C2=O)c1 (stereo unspecified)
18%[57.1 µM]	-1	9%	10%[57.1 µM]	-4%	-2%	7%	-5%	5%	CC(NC(=O)c1cc(S(=O)(=O)N2CCCC2)cn1C)c1ccccc1 (stereo unspecified)
-10%	6	10%	-1%	-1%	-8%	26%	4%	-1%	O=C(NCc1cccs1)c1ccc(CS(=O)(=O)c2ccc(Cl)cc2)o1
11%	6	2%	-2%	-4%	-24%	u	3%	18%	COC(=O)c1ccc(N2CCc3ccccc32)c([N+](=O)[O-])c1
-13%	-3	4%	-14%	-10%	-9%	8%	-3%	2%	CCC(CO)NC1=C([N+](=O)[O-])C(=O)CC(C)(C)C1 (stereo unspecified)
9%	-3	12%	-2%	-4%	2%	45%[activator]	-1%	6%	Cc1nc2c(C)cccc2cc1C(=O)N/N=C/c1cccnc1
14%	-9	0%	4%	-11%	-7%	1%	u	2%	COc1ccccc1NC(=O)CN(c1ccc(C)cc1)S(=O)(=O)c1c(C)n[nH]c1C
13%	-1	-2%	10%	-11%	u	8%	-3%	12%	O=C(NC12CC3CC(CC(C3)C1)C2)N1CCN(C(=O)C2CCCO2)CC1 (stereo unspecified)
5%	-4	6%	-8%	-8%	4%	15%	-14%	-8%	O=C(OCC(=O)c1ccc[nH]1)c1ccc(Cl)c(Cl)c1
6%[57.1 µM]	-8	4%	10%[57.1 µM]	5%	-2%	-2%	3%	-3%	COc1cc(CNC2CCCC2)c(Br)cc1OC1CCCC1
9%[57.1 µM]	1	-4%	-4%[57.1 µM]	i	-16%	42%[activator]	3%	13%	Cc1nn(CCCC(=O)NCc2ccc(F)cc2)c(=O)c2nccn12
20%	6	-2%	0%	-8%	-11%	24%	16%	0%	Cc1ccccc1OCCC(=O)OCC(=O)N1CCN(S(=O)(=O)c2ccc(Cl)cc2)CC1
-12%	-1	-2%	3%	-7%	-27%	13%	-3%	9%	CN(Cc1ccccc1)C(=S)NC(=O)c1cccs1
-5%	3	6%	-8%	2%	-19%	-1%	13%	2%	C=CCN(c1ccccc1OC)S(=O)(=O)c1cccc(C(=O)OCC(=O)c2c(N)n(C)c(=O)n(C)c2=O)c1
6%[57.1 µM]	-1	1%	8%[57.1 µM]	-2%	9%	10%	2%	0%	C#Cc1cccc(-n2nnc(C(C)=O)c2C)c1
29%	2	-3%	17%	i	-7%	27%	-5%	6%	CCC(=O)c1cc2c(cc1NC(=O)c1ccc(C)cc1)OCCO2
-14%	7	12%	-7%	11%	-7%	16%	13%	1%	O=C(CSc1nnc(-c2cccs2)o1)Nc1cccc(S(=O)(=O)N2CCCCC2)c1
4%	-2	15%	-1%	4%	-23%	42%[activator]	8%	-2%	CCOC(=O)N1CCN(c2c(NCc3ccc(Cl)cc3)c(=O)c2=O)CC1
14%	4	4%	6%	x	-24%	68%[activator]	1%	2%	COc1ccc(C2N=C(c3ccccc3)NC(c3ccccc3)=N2)cc1
2µM*	6	1%	5%	-12%	-1%	u	22%	-17%	O=C(Nc1ccc(Cl)cc1Cl)c1cccc(N2C(=O)C=CC2=O)c1
23%	-2	6%	18%	x	-9%	0%	u	6%	Cc1cc(C)c2cc(CN(Cc3cccnc3)C(=O)c3ccc(F)cc3)c(Cl)nc2c1
12%	-6	19%	1%	-7%	-23%	39%	2%	-2%	Fc1ccc(NCc2nnc3n2CCCCC3)cc1
6%	-2	8%	3%	-6%	-19%	-2%	-3%	-2%	CCOc1ccc(CNC(=O)c2ccccc2NC(=O)C2=CSCCO2)cc1
21%	6	-2%	-1%	-1%	-15%	37%	-5%	16%	CCN(CC)CC(=O)N1CCCC(N2CCN(c3cccc(C(F)(F)F)c3)CC2)C1 (stereo unspecified)
5%[57.1 µM]	-4	u	0%[57.1 µM]	i	-7%	u	3%	-4%	COc1ccc(NC(=S)NNS(=O)(=O)c2ccc3ccccc3c2)c(OC)c1
36%[activator]	-7	-12%	8%	-3%	-11%	15%	-3%	6%	CN(CC(=O)NCc1ccc(F)cc1)S(=O)(=O)c1ccc2c(c1)c(=O)n(C)c(=O)n2C
9%	2	-2%	-3%	-4%	-23%	14%	-2%	-6%	CCC12CN3CC(C)(CN(C1)C3c1ccccc1C)C2=O (stereo unspecified)
u	-9	-7%	13%[57.1 µM]	-1%	u	19%	4%	-3%	CCSc1ccc(-c2ccco2)nn1
18%	5	0%	-2%	-4%	-20%	29%	u	2%	Cc1nn(CCOc2ccccc2)c(=O)n1-c1c(F)cccc1F
-32%	-5	7%	-6%	15%	-18%	14%	-2%	1%	O=C(Nc1ccc(NC(=S)NC(=O)c2ccccc2Cl)cc1)c1cccc(Cl)c1
16%	-1	-2%	-3%	-2%	-17%	17%	3%	-1%	CC1(C)CC2CC(C)(CN2C(=O)COC(=O)c2cccc(O)c2)C1 (stereo unspecified)
16%	-1	1%	7%	-10%	-8%	26%	3%	2%	CCOC(=O)c1c(NC(=O)COC(=O)CC(NC(C)=O)c2ccccc2)sc(C(=O)NC)c1C (stereo unspecified)
19%	0	2%	1%	3%	-23%	39%[activator]	-1%	0%	O=C(CCC(F)(F)F)N1CCCC(CO)(CCc2ccccc2)C1 (stereo unspecified)
11%	6	-9%	2%	-4%	-19%	33%	2%	5%	CCCCNC(=O)c1cc(C)nc2ccccc12
14%[57.1 µM]	4	-5%	3%[57.1 µM]	0%	-16%	24%[57 µM]	1%	13%	O=C(Nc1ccccc1OCc1cc(=O)n2ccccc2n1)Nc1ccccc1C(F)(F)F

3 entries out of the list, arranged by heavy-atom count, lowest first.
rTrxR1 inhibitor	PI4K2A block	GLS inh	TrxR1 substrate	Tb PGK inh	USP1 inh	HP1b binding inh	Pin1 inhibitor	mIDH1 inhibitor	structure
12%	-6	19%	1%	-7%	-23%	39%	2%	-2%	Fc1ccc(NCc2nnc3n2CCCCC3)cc1
18%	5	0%	-2%	-4%	-20%	29%	u	2%	Cc1nn(CCOc2ccccc2)c(=O)n1-c1c(F)cccc1F
4%	-2	15%	-1%	4%	-23%	42%[activator]	8%	-2%	CCOC(=O)N1CCN(c2c(NCc3ccc(Cl)cc3)c(=O)c2=O)CC1
